TcdB GH inh = TcdB glycohydrolase inhibitors, primary screen, biochemical, single point, plate reader; Toxin B (Clostridioides difficile), P18177; inhibition, % at 9.99 µM; AID 652162, 2013; TcdB glycohydrolase enzymatic assay; 0.24% of 350,000 active; in the data active means inhibition above about 10%
BH1578 lux ind = inducers of Vibrio cholerae quorum light production without autoinducers, primary screen, BH1578 luxS cqsA deficient, single point; activation, % at 18.7 µM; 0.16% of 350,000 active; V. cholerae BH1578 lux reporter, luminescence, 6 h; in the data active means activation mostly above about 9.7%, no sharp cut-off; inconclusive means no clear call, values can overlap the other calls; inactive means mostly below about 3.7%; further: not every result past the cut was called active; inactives centre near 0; reference of the scale not given here
Yp Topo-I inh = Yersinia pestis topoisomerase I inhibitors, primary screen, biochemical, cleavage product accumulation, plate reader, single point; DNA topoisomerase I (Yersinia pestis CO92); Y. pestis Topo-I cleavage product accumulation; activity, % at 10 µM; 0.064% of 360,000 active; AID 504884, 2011; in the data active means activity above about 50%, passing the limit was not always enough; inconclusive means no clear call, values can overlap the other calls; further: inactives centre near 2
SARS 3CLpro inh = SARS-CoV 3CLpro protease inhibitors, primary screen, biochemical, quenched FRET. Replicase polyprotein 1ab (Severe acute respiratory syndrome coronavirus), P0C6X7. recombinant SARS-CoV 3CLpro, quenched FRET peptide cleavage. inhibition, % at 6 µM. 0.14% of 290,000 active; in the data active means inhibition above about 12%
DUSP3 inh = VHR1 phosphatase inhibitors, primary screen, biochemical, absorbance, uHTS | Dual specificity protein phosphatase 3 (Homo sapiens), P51452 | recombinant VHR phosphatase, pNPP absorbance | inhibition, % at 13.3 µM | 0.52% of 290,000 active | AID 1654, 2009; in the data active means inhibition above about 50%; further: some compounds called inactive have numbers as strong as hits
Target sequence (P51452 whole entry, looked up): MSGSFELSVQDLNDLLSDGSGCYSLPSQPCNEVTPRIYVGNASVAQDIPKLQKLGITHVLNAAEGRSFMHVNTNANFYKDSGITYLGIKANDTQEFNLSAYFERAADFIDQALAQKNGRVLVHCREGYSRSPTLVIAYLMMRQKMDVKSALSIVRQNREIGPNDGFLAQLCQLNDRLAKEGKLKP
Anthrax LF inh2 = Bacillus anthracis LF protease inhibitors, primary screen, biochemical, multiplex microsphere, MLPCN library. multiplex microsphere protease cleavage assay. inhibition, % at 10 µM. 0.12% of 360,000 active. AID 588501, 2011; further: plate controls were buffer without enzyme for full effect and enzyme alone for no effect
Target sequence (P15917 whole entry, looked up): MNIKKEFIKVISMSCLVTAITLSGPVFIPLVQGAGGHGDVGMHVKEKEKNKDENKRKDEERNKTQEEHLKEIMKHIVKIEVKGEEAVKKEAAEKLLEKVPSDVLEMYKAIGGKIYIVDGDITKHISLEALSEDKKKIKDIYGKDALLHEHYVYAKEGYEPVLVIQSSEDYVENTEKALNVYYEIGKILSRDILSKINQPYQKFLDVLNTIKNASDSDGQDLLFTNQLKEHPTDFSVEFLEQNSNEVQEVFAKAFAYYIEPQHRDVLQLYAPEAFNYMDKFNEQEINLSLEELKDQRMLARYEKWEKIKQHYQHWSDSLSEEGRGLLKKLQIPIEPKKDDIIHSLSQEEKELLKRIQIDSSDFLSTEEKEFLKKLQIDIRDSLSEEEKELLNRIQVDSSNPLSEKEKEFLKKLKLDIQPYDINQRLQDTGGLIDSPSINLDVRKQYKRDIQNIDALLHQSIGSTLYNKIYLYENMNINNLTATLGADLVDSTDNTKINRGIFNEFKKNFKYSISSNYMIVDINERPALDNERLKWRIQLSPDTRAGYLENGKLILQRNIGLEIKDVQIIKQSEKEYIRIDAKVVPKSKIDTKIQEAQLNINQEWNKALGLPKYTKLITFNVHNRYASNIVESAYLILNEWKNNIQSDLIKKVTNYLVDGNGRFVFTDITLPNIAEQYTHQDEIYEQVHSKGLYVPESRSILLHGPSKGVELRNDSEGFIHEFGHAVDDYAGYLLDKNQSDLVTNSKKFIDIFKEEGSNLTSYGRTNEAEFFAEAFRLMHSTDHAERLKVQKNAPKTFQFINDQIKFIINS
CCHF vOTU inh = CCHFV vOTU protease inhibitors, primary screen, biochemical, Pep-AMC substrate, fluorescence; 0.55% of 370,000 active; Crimean-Congo hemorrhagic fever virus L polyprotein viral ovarian tumor (vOTU) protease …; inhibition, % at 11.5 µM; in the data active means inhibition above about 30%; further: 0% = vehicle wells with enzyme and 100% = no enzyme wells
PfHsp40 rescue = rescue of yeast from PfHsp40 toxicity, primary screen, S. cerevisiae, ATP luminescence; S. cerevisiae expressing PfHsp40, growth rescue; growth rescue, % at 12.5 µM; 0.68% of 340,000 active; AID 504582, 2011; in the data active means growth rescue above about 28%, passing the limit was not always enough; inconclusive means no clear call, values can overlap the other calls;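 further: yeast W303a lacking pdr1 and pdr3 grown in galactose medium; growth measured after three days at 30 °C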
BoNT A protease = BoNT/A light chain protease inhibitors, primary screen, biochemical, flow cytometry, MLPCN library; inhibition, % at 10 µM; AID 588499, 2011; 0.17% of 360,000 active; multiplex microsphere protease substrate cleavage; Botulinum neurotoxin type A light chain protease (Clostridium botulinum A str. ATCC 3502); further: plate controls were buffer without enzyme for full effect and enzyme alone for no effect
PriA SSB inh = inhibitors of Klebsiella pneumoniae PriA binding to SSB C-terminal tail, primary screen, biochemical, AlphaScreen; 0.6% of 430,000 active; AlphaScreen SSBct-PriA binding, biotinylated peptide; inhibition, % at 33 µM; PriA–SSB C-terminal tail interaction (Klebsiella pneumoniae); in the data active means inhibition mostly above about 37%, no sharp cut-off; inactive means mostly below about 20%;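 further: plate controls were negative control peptide for no effect and reference peptide for full effect; strong numbers were not always called active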
An asterisk follows results filed as active; i = inactive; u = inconclusive; x = not tested or not shown; & = joins results of further samples. Unless noted, no stated cut-off is given here; in the data, active means inhibition above about 30%; inconclusive means no clear call, values can overlap the other calls; inactive means below that.

mol	TcdB GH inh	BH1578 lux ind	Yp Topo-I inh	SARS 3CLpro inh	DUSP3 inh	Anthrax LF inh2	CCHF vOTU inh	PfHsp40 rescue	BoNT A protease	PriA SSB inh
Cc1cc2c(Nc3ccc(O)cc3)ncnc2s1	2.2	i	3	-5	16	-12	-6	-0.5	-0.9	-7
Cc1nc(SCCOc2ccc(F)cc2)c2ccccc2n1	0.2	i	-3	-5	15	-1	-8	1.8	0.0	-17
CC(C)n1c(=O)c(C=Nc2cccc([N+](=O)[O-])c2)c(O)n(CCc2ccccc2)c1=O	-0.1	i	-5	5	-5	2	1	0.9	0.9	23
Cc1nc2c(C)cccc2c2c1COC2	-0.4	i	-4	5	-8	-16	1	0.3	1.8	-18
CCOc1ccccc1NC(=O)C1CCN(S(=O)(=O)c2c(C)nn(C)c2C)CC1	1.2	-0.4	0	0	12	-1	-5	-0.1	0.5	4
COc1ccc2nc(SCCC(=O)O)cc(C)c2c1	-1.1	-0.7	8	3	-8	0	5	-0.4	-0.2	-10
CCOc1ccccc1NC(=O)CCS(=O)(=O)c1ccc2c(c1)CC(C)N2C(C)=O (stereo unspecified)	-10	-2.0	3	-2	4	x	3	0.6	x	7
CCC(=O)c1cn(CC(=O)NCC2CCCO2)c2ccccc12 (stereo unspecified)	x	-0.6	7	-3	21	-1	2	-1.0	-0.7	-11
CC(=O)Nc1ccc(S(=O)(=O)NCC(=O)NCCCc2ccccc2)cc1	1.2	-0.3	5	3	7	-2	3	0.1	-1.1	3
C[C@H](CO)N1C[C@H](C)[C@@H](CN(C)C(=O)Nc2ccc3c(c2)OCO3)Oc2c(NC(=O)c3ccncc3)cccc2C1=O	0.2&0.8	i	-8	x	x	5	-5	-2.3	0.2	-31
CSc1ccc(Cl)c(C(=O)Nc2cc(S(=O)(=O)N3CCOCC3)ccc2N2CCOCC2)c1	5.7	i	22	x	x	-9	5	-0.4	0.0	-3
Cc1ccc(-c2nnc(-c3cccs3)o2)cc1	1.7	-0.7	3	5	2	-5	-13	2.0	0.1	-11
O=C(c1cc([N+](=O)[O-])ccc1Cl)N1CCN(c2ccccn2)CC1	0.3	-0.5	0	2	15	-3	8	-1.4	0.6	-18
O=C(CS(=O)(=O)c1cn(Cc2ccc(Cl)cc2)c2ccccc12)N1CCCCC1	1.3	i	6	-1	24	0	8	-0.4	-0.7	-5
Cc1[nH]n(-c2ccccc2)c(=O)c1N=Nc1ccccc1C(=O)N1CCOCC1	x	-0.3	3	-7	-11	0	9	-0.8	0.0	2
COCC(=O)Nc1ccc(N2CCOCC2)c(S(=O)(=O)Nc2ccccc2OC)c1	-0.6	1.2	-7	x	x	u	9	-0.8	2.8	3
COC(=O)c1ccc(C(=O)OC)nc1	x	i	0	-1	13	-5	2	0.9	0.8	-2
Cc1ccc(NC(=O)CCc2ccc(S(=O)(=O)NC3CCCCC3)cc2)cc1	x	i	20	4	30	-1	6	-0.5	-0.1	-11
Cc1ccc(NC(=O)C(c2ccccc2)N2CCN(CC(=O)N3CCOCC3)CC2)cc1Cl (stereo unspecified)	-0.9	-0.9	7	x	x	-4	4	0.2	3.5	8
COc1ccc(N(CC(=O)Nc2cccc(N(C)S(C)(=O)=O)c2)S(C)(=O)=O)cc1OC	1.4	i	3	-5	30	0	5	-1.0	-0.2	-17
O=C(NN=C1CCCC1)c1n[nH]c2c1CCCC2	-0.4	i	-2	-1	4	0	0	0.6	0.3	-11
CC1(C)O[C@@H]2[C@H](O1)[C@@H](CO)O[C@H]2n1cnc2c(N)ncnc21	-0.1	i	1	x	x	-2	-3	-0.4	-0.5	-9
CCc1ccccc1N(C1=NCCCS1)S(=O)(=O)c1ccc(C(C)(C)C)cc1	-4.0	-1.0	20	3	8	-6	21	-0.4	-0.6	-8
O=C(C1CCC(=O)N(C2CC2)C1)N1CCC(Oc2ccccc2F)CC1 (stereo unspecified)	1.4	i	-5	7	6	6	14	4.1	1.1	-26
CCc1ccc(NC(=O)NCc2ccc3c(c2)OCO3)cc1	1.9	i	1	0	19	0	7	0.9	5.3	-20
O=C(Cn1cnc2ccccc21)OCC(=O)N1CCCc2ccccc21	-0.5	i	7	-4	22	1	13	2.0	0.4	-4
CC(C)Oc1ccc(Cc2n[nH]c(=S)n2Cc2ccccc2)cc1Cl	1.1	-0.3	16	4	36	7	9	0.2	0.1	5
CC(NC(=O)CCC(=O)N1CCN(S(=O)(=O)c2ccc(Cl)cc2)CC1)c1ccccc1 (stereo unspecified)	x	-0.4	16	-2	2	-2	3	-1.0	0.1	-21
C=CCNC(=S)NC(=O)c1ccc(C)c(Br)c1	1.0	0.3	7	-1	-6	-6	13	5.5	1.2	-14
C#CCOCCOCCOCCNc1nc(N2CCN(C(=O)[C@H](CCC(=O)O)n3cc([C@@H](N)CCCCN)nn3)CC2)nc(N2CCN(C(=O)[C@H](CCCCN)n3cc([C@@H](N)CC(N)=O)nn3)CC2)n1	-0.4	i	-7	x	x	6	5	-1.3	-1.1	-10
O=C(N/N=C/c1cn(Cc2ccccc2)c2ccccc12)c1cc(O)cc(O)c1	-0.5	-0.3	-11	0	11	2	15	-1.1	0.5	x
CCOC(=O)N1CCN(C(=O)C(C)c2ccc([N+](=O)[O-])cc2)CC1 (stereo unspecified)	-2.9	i	-5	-1	-10	5	6	-0.4	0.3	-15
Cc1cc(C)cc(C(=O)NCC(=O)OCC(=O)N(C)C2CCS(=O)(=O)C2)c1 (stereo unspecified)	x	-0.5	0	4	7	3	-2	-2.9	-0.4	-1
COc1cccc(NC(=O)CSc2nnc3cc(C)nc(N)n23)c1	-0.5	-0.3	2	2	6	-1	-2	0.2	-0.7	0
CCCCC/C(=N\O)c1c[nH]c2ccccc12	x	1.4	6	2	19	-3	-6	9.3	1.3	x
Cc1ccc(Oc2nc3ccccn3c(=O)c2/C=C(\C#N)C(=O)NC2CCS(=O)(=O)C2)c(C)c1 (stereo unspecified)	1.1	-0.4	15	-5	15	-1	-3	0.0	-0.8	-8
COC(=O)c1ccccc1NC(=O)COc1ccc(S(=O)(=O)N2CCCC2)cc1C	-2.0	8.0	6	-5	7	-4	-1	-0.7	0.1	-2
Cn1nc(SCC(=O)O)sc1=S	x	i	-1	1	15	5	-3	-1.5	-0.4	-5
O=C(NNS(=O)(=O)c1ccc(Cl)cc1Cl)c1cc2ncc(C(F)(F)F)cc2s1	-0.5	-0.7	10	5	10	-4	6	2.1	-3.0	-2
COc1cccc(Nc2ncccc2C(=O)NCc2ccccc2)c1	x	i	-3	-2	-1	10	2	3.6	0.4	8

Part of the list above, set out differently:
Every second line gives: TcdB GH inh, BH1578 lux ind, Yp Topo-I inh, SARS 3CLpro inh, DUSP3 inh, Anthrax LF inh2, CCHF vOTU inh, PfHsp40 rescue, BoNT A protease, PriA SSB inh
- CC(NC(=O)CCC(=O)N1CCN(S(=O)(=O)c2ccc(Cl)cc2)CC1)c1ccccc1 (stereo unspecified)
  x, -0.4, 16, -2, 2, -2, 3, -1.0, 0.1, -21
- C=CCNC(=S)NC(=O)c1ccc(C)c(Br)c1
  1.0, 0.3, 7, -1, -6, -6, 13, 5.5, 1.2, -14

Continued:
mol	TcdB GH inh	BH1578 lux ind	Yp Topo-I inh	SARS 3CLpro inh	DUSP3 inh	Anthrax LF inh2	CCHF vOTU inh	PfHsp40 rescue	BoNT A protease	PriA SSB inh
Oc1cccc(Nc2nc(-c3ccccc3)nc3ccccc23)c1	0.4	-0.6	-7	2	-12	2	-3	6.4	0.2	-3
FC(F)Oc1ccc(NC(=S)NC23CC4CC(CC(C4)C2)C3)cc1	-0.7	0.4	2	6	26	-3	-5	2.6	-1.4	-34
Cc1cc(NS(=O)(=O)c2ccc(NC(=O)Nc3cccc(C(F)(F)F)c3)cc2)no1	-0.6	-0.2	-2	11	20	-2	19	0.3	-0.8	-11
Cc1cccc(Cn2c(=O)n(-c3ccc(CC(=O)NCc4ccco4)cc3)c(=O)c3sccc32)c1	0.9	-0.2	8	2	5	-21	-2	0.2	-1.2	-16
CN(C)c1nc(N2CCN(c3ccccc3)CC2)c(C#N)c(=O)o1	x	-0.7	-1	6	-7	-4	-2	0.0	0.4	-5
CCCNC(=O)C1(C)CCCN(Cc2c3ccccc3nn2C)C1 (stereo unspecified)	2.2	0.4	0	x	x	3	3	x	-0.2	x
CN1C(=O)CS(=O)c2ccc(C(=O)NC3CC3)cc21 (stereo unspecified)	0.1	-0.1	-2	-2	-16	-6	1	-0.5	-1.4	-8
CN(C(=O)COC(=O)c1cc(-c2ccccc2Cl)nc2ccccc12)C1CCS(=O)(=O)C1 (stereo unspecified)	0.9	i	-3	2	13	-2	-9	0.4	1.0	-5
N#Cc1cc2cc(Cl)ccc2[nH]c1=O	-11	x	x	x	x	0	5	x	0.5	x
Cc1ccc(S(=O)(=O)Nc2ccccc2-c2ccccc2NS(=O)(=O)c2ccc(C)cc2)cc1	x	-25	3	14*	1	-2	30*	0.1	-0.4	7
COc1ccc(S(=O)(=O)N2CCC(C(=O)N[C@@H](C)C(=O)NC3CC3)CC2)cc1	1.5	i	-3	0	6	-3	5	-0.4	-0.2	-3
Cn1ncc2c(N)nc(NCCO)nc21	1.3	0.8	10	x	x	-1	11	-1.3	0.8	-7
CN=C(Nc1cccc(OC)c1)SC1CC(=O)N(c2ccc(C(=O)O)cc2)C1=O (stereo unspecified)	x	-0.5	2	4	8	8	-9	-0.8	0.7	12
O=C(NCCc1csc(-c2cccnc2)n1)c1cccc(Cl)c1	0.4	-0.8	21	-4	-4	1	11	-0.6	0.4	7
CCn1cc(CN2CCN(CCc3ccccc3)C(CCO)C2)c(C)n1 (stereo unspecified)	-0.1	-0.3	-3	0	43	0	10	1.0	-0.7	-1
COC(OC)C1(CCc2ccccc2)NC(=O)NC1=O (stereo unspecified)	-0.3	i	-3	x	x	-8	10	0.4	-0.3	-10
O=C(c1ccccc1C(=O)N(c1ccccc1)c1ccccc1)N1CCCCC1	x	-0.3	14	-6	5	-1	-2	0.2	-0.6	2
CC(=O)Nc1ccc(N(C(=O)CNC(=O)c2cccs2)C(C(=O)NC(C)(C)C)c2ccccc2)cc1 (stereo unspecified)	-0.4	-0.3	0	-1	17	-8	3	-1.3	-0.1	4
COc1ccc(N2C(=O)C3CCCN3C2c2cccc(OC)c2OC)cc1 (stereo unspecified)	1.3	-0.9	-2	-1	-4	-6	-8	-0.9	-0.4	-8
O=C(CNC(=O)c1ccccc1F)Nc1ccncc1	2.2	i	3	x	x	0	-6	0.6	-1.0	-6
O=S(=O)(c1cc(Br)c(Cl)s1)N1CCCC1	0.7	i	5	1	-11	4	18	x	-0.3	-10
COc1cccc(OCc2cc(C(=O)NCCN3CCCCC3CO)no2)c1 (stereo unspecified)	1.4	-2.9	-4	2	22	3	10	1.3	-2.5	-8

From PubChem

Only part of the results is shown; the hit share may differ from the screen's.
